# TAAR1 agonist – human TAAR1 agonism; Q96RJ0; CHO RD-HGA16 TAAR1, Fluo-8 calcium fluorescence; vehicle wells 0%, saturating PEA agonist 100%; activation, % at 3 µM; actives 0.99% (n = 360,000);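 active = activation above the mean activation of all test compounds in the run plus 3 SD, cut at about 38% in these data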
# Target sequence (Q96RJ0 whole entry, looked up): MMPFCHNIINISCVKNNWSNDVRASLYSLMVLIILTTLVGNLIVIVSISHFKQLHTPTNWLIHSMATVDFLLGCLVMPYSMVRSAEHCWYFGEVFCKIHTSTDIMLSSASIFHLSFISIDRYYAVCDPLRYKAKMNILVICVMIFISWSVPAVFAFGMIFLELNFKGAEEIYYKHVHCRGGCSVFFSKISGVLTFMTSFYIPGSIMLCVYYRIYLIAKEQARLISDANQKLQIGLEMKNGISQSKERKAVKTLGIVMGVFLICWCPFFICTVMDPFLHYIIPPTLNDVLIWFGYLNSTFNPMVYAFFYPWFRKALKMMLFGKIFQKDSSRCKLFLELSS
#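 System: CHO-derived RD-HGA16 cells with stable Gα16 and human TAAR1. Times: 17-24 h plating, Fluo-8 75 min 37 °C, 30 min RT. Measured by: calcium-sensitive Fluo-8 signal, excitation 470-495, emission 515-575 nm. Read-out basis: % activation relative to PEA EC100 response. Control set: DMSO and PEA EC100. Repeats: no replicates (n 1).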
# CHRM1 antagonist – blocks human M1 muscarinic receptor. actives 1.3% (n = 360,000). inhibition, % at 3 µM. AID 588852. CHO-K1 hM1, Fluo-8 calcium fluorescence, ACh EC80 antagonist. P11229;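 active = percent inhibition above its own plate's cutoff, namely the mean of that plate's compound wells plus 3 SD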;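 note: peak over basal fluorescence ratio during 140 s after agonist addition; 0% = ACh EC80 plus DMSO and 100% = DMSO alone without agonist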
# CHO parental Ca – signal in parental CHO cells, OX1R antagonist counter-screen. parental CHO-K1, ATP-induced calcium, Fluo-8 fluorescence. inhibition, % at 5.6 µM. actives 0.63% (n = 330,000);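 active = inhibition above that plate's mean sample inhibition plus 3 SD, cut at about 26% in these data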;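 note: 0% = ATP-challenged DMSO wells and 100% = DMSO wells without ATP; some compounds past the cut are filed as inactive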
#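 Test system: untransfected parental CHO cell line. Compound: one dose, 5.6 µM nominal. Detection: intracellular calcium via Fluo-8 no-wash fluorescent dye. Measure: % inhibition. Benchmarks: ATP-challenged DMSO wells low, unchallenged DMSO wells high.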
# OXTR ag – activates the human oxytocin receptor. P30559. CHO-OTR cells, Fluo-8 calcium fluorescence; normalized: DMSO 0%, oxytocin 100%. activation, % at 3 µM. actives 0.32% (n = 320,000). AID 2435;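 active = activation above the mean of all tested compounds plus 3 SD, cutoff set per screening run, cut at about 20% in these data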;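 note: peak over basal fluorescence ratio from a 100 s FLIPR kinetic read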
# CHRM1 agonist – human M1 muscarinic receptor agonism; actives 0.33% (n = 360,000); CHO-K1 hM1, Fluo-8 calcium fluorescence, agonist mode; 0% DMSO, 100% acetylcholine EC100; activation, % at 3 µM;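 active = activation above the run's mean compound activation plus 3 SD, cut at about 16% in these data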;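 note: peak over basal fluorescence ratio within a 140 s kinetic read after compound addition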
# TAAR1 antagonist – human TAAR1 antagonism. inhibition, % at 3 µM. actives 1.5% (n = 360,000). CHO RD-HGA16 TAAR1, Fluo-8 calcium fluorescence, antagonist. Q96RJ0;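 active = inhibition above a per-plate cutoff, the mean inhibition of test compounds on that plate plus 3 SD, cut at about 49% in these data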;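 note: 0% = DMSO plus EC80 beta-PEA response and 100% = DMSO alone without agonist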
#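 Material: CHO RD-HGA16 cells bearing hTAAR1; compound dosing: one-point dosing, 3 µM nominal final; schedule: dye loading 75 min at 37 °C, then 30 min room temperature; measured by: calcium fluorescence with Fluo-8; control set: vehicle and agonist controls; replication: n of 1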
# M1 PAM – potentiates human M1 receptor response to acetylcholine. P11229. AID 588819. activation, % at 3 µM. CHO-K1 hM1, Fluo-8 calcium fluorescence, ACh EC20; 0% = ACh EC20, 100% = maximal ACh. actives 0.088% (n = 360,000); in the data active = activation above about 19%, passing the limit was not always enough
# V1aR counter – V1a receptor agonism, counter-screen for OXTR agonists | P37288 | CHO-V1R cells, Fluo-8 calcium fluorescence, agonist mode; 0% DMSO, 100% 3 nM vasopressin | activation, % at 3 µM | actives 0.25% (n = 320,000);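 active = activation above the mean activation of all tested compounds plus 3 SD, per screening run, cut at about 20% in these data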;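 note: signal is peak over basal fluorescence ratio across a 100 second FLIPR read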
# Target sequence (P37288 whole entry, looked up): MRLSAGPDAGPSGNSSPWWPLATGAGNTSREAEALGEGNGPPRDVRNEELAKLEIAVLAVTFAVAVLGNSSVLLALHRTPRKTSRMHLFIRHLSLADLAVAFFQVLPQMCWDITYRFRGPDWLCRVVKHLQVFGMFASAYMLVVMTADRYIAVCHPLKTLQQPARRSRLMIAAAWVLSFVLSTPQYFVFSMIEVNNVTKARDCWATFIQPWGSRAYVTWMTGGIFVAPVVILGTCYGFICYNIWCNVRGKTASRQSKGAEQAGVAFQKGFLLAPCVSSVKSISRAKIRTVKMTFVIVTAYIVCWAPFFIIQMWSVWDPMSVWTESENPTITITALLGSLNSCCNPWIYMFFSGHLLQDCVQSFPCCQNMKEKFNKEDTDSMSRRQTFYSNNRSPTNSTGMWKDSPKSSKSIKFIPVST
# OXTR potentiator – potentiates the human oxytocin receptor response; P30559; CHO-OTR cells, Fluo-8 calcium fluorescence, potentiator mode; 0% = oxytocin EC15, 100% = EC100; activation, % at 3 µM; actives 0.061% (n = 320,000); AID 2445;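 active = activation above that plate's cutoff, the mean activation of tested compounds plus 3 SD, cut at about 6.6% in these data, passing the limit was not always enough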;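 note: 100% uses oxytocin at 75 nM as the full agonist control; some results filed as inactive read as strong as hits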
#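 Dosing: Single dose, 3.0 µM nominal final compound concentration | Material: Human OTR in CHO cells | Technique: Kinetic Fluo-8 calcium fluorescence | Benchmarks: EC15 oxytocin alone as 0%, 75 nM oxytocin as 100% | Probe or stimulus: Oxytocin at about EC15, sub-maximal agonist stimulus | Incubation: Compound 6 min at room temperature before oxytocin, 100 s read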
# An asterisk follows results filed as active; · = no result given.
# Every second line gives: CHRM1 agonist	TAAR1 antagonist	M1 PAM	OXTR ag	CHO parental Ca	TAAR1 agonist	OXTR potentiator	CHRM1 antagonist	V1aR counter
1. O=C(c1cccs1)N1N=C(c2ccc(O)cc2)CC1c1ccccc1 (configuration not stated)
  -4.7	-27.7	-6.2	-1.6	-5.4	6.5	-5.6	11.3	0.3
2. CC(C)Nc1nnc(SCC(=O)Nc2ccc(F)cc2)s1
  -5.2	13.5	3.7	0.2	10.0	-1.0	-5.3	-35.3	0.3
3. CCSc1nc2ccccc2c(=O)n1-c1c(C)n(C)n(-c2ccccc2)c1=O
  -0.2	9.3	8.8	-0.1	-2.4	4.8	-1.3	-10.1	0.1
4. COc1ccc(NC(=O)C(C)N(c2ccc(C)cc2)S(C)(=O)=O)c(OC)c1 (configuration not stated)
  -1.1	-10.8	-1.1	-0.7	-27.4	16.0	-5.9	-21.2	-0.6
5. Cc1ccn2c(C(=O)N/N=C\c3ccc4c(c3)OCO4)c(C)nc2c1
  -4.0	-21.4	12.8	-1.1	-9.9	0.7	0.0	-7.5	-0.4
6. CCOc1ccccc1NC(=O)Cn1nnc(-c2ccc(OCC)c(OCC)c2)n1
  -1.7	5.3	6.8	0.2	-14.4	1.6	-2.7	-8.4	-0.1
7. O=C(CSc1nnc(Cn2c(=O)sc3ccccc32)n1-c1ccccc1)Nc1nccs1
  -0.3	16.4	7.1	0.2	-9.6	1.4	-1.3	-13.2	-0.7
8. CC(=O)Nc1ccc(NC(=O)Nc2cc(C)cc(C)c2)cc1
  -1.6	-19.3	10.3	0.8	-5.7	2.9	-8.0	-7.3	0.3
9. CCOC(=O)C1CCN(C(=O)c2ccc(NS(=O)(=O)c3ccc(F)cc3C)cc2)CC1
  -3.8	-9.2	4.1	2.7	-8.1	0.6	-2.9	-6.2	2.0
10. Cc1cc(NC(=O)CSC2=Nc3ccccc3C3=NC(Cc4ccccc4)C(=O)N23)n[nH]1 (configuration not stated)
  -2.0	3.3	1.3	1.1	-7.2	14.4	0.0	-1.8	0.9
11. COc1ccccc1CC(=O)Nc1ccc(NC(=O)c2cccs2)cc1
  2.1	17.0	-1.9	0.2	5.6	2.3	-7.8	4.1	0.4
12. CCOC(=O)C(C)N1C(=O)S/C(=C\c2ccc(-c3ccccc3C(=O)O)o2)C1=O (configuration not stated)
  -2.2	-5.5	7.1	1.4	4.5	3.3	-3.5	-9.3	1.4
13. Cc1cccc(N2CC(C(=O)Nc3ccccc3N3CCOCC3)CC2=O)c1C (configuration not stated)
  -2.5	1.7	-2.8	0.3	-8.6	2.9	-2.1	-0.8	1.5
14. CCOc1cccc(/C=N/N2C(=O)CSC2=S)c1O
  -0.5	-21.0	-0.7	-0.1	-3.5	1.2	-7.2	2.5	2.1
15. Cc1cccnc1NC(=S)NC(=O)c1cccs1
  -2.2	1.7	2.5	-0.3	-7.1	9.5	1.1	1.7	0.9
16. O=C(NCCCCc1ccccc1)c1cccc(NC(=O)C2CCCC2)c1
  -1.2	64.1*	-9.4	·	·	8.8	·	3.1	·
17. O=C(Nc1ccc(S(=O)(=O)NCCc2ccccc2)cc1)c1ccc(Br)o1
  -2.0	28.5	3.7	3.0	-5.9	16.2	-2.6	-3.2	3.2
18. CC(C)C[C@H]1CNC(=S)N1CC1CCCN1C[C@H](CC(C)C)N1C[C@H](CC(C)C)N(CCc2ccccc2)C1=S (some centres not stated)
  -6.1	-17.0	-2.8	·	·	-0.2	·	-2.4	·
19. Cc1ccc(NC(=O)c2ccc(Cl)cc2Cl)cc1O
  -1.8	-12.4	-3.6	0.5	-4.2	2.8	-15.5	4.3	1.6
20. N#CC1=C2SCN(Cc3ccccc3)CN2C(=O)CC1c1ccc2c(c1)OCO2 (configuration not stated)
  -1.6	24.6	-1.4	3.1	-2.9	19.4	-6.0	0.6	1.8
21. O=C(Nc1nc2ccc(S(=O)(=O)N3CCCCC3)cc2s1)c1ccncc1
  3.5	-8.5	0.9	8.5	-5.8	14.1	-11.3	1.9	7.4
22. CC(C)(C)c1[nH]nc2c1C(c1ccoc1)C(C#N)=C(N)O2 (configuration not stated)
  -1.1	-8.6	2.1	-0.9	1.1	13.6	-4.8	-1.9	0.6
23. COc1ccccc1C1=Nn2c(COc3ccccc3)nnc2SC1
  ·	·	·	0.8	-4.5	·	-10.6	·	2.8
24. COc1ccc(N2CCN(S(=O)(=O)CCNC(=O)c3ccco3)CC2)cc1
  0.2	-24.9	7.4	0.4	-17.7	0.5	-2.4	5.1	0.5
25. O=C(Nc1ccccc1)c1ccc(=O)n(Cc2cccc(Cl)c2)c1
  0.1	10.5	-0.4	4.0	-9.2	10.7	-2.8	11.7	5.1
26. O=C1c2ccc3c4c(ccc(c24)C(=O)N1c1cccc(O)c1)CC3
  -2.3	-16.8	14.0	0.5	-13.4	6.3	2.6	-5.5	0.3
27. Cc1cc(C)n(CC(=O)NNC(=O)c2ccc(NC(=O)CC#N)cc2)n1
  -3.2	-4.5	1.3	0.2	0.3	14.6	-5.2	-2.7	-0.5
28. Cc1ccccc1CS(=O)(=O)Cc1ccc(C(=O)NCC2CCCO2)o1 (configuration not stated)
  -1.8	-3.2	5.6	-0.3	-9.6	0.4	-13.3	-17.4	1.2
29. CCc1ccccc1NCC(=O)Nc1ccc(Cl)c(C(F)(F)F)c1
  -5.1	8.5	-13.7	1.8	0.7	2.8	-11.0	11.4	2.4
30. Cn1c(C(=O)NCCCN2CCCC2=O)cc2c(=O)n(C)c3ccccc3c21
  -7.6	0.8	0.0	-0.9	-13.3	0.7	-6.2	0.1	1.0
31. O=C(NCCN1CCOCC1)c1ccc(CS(=O)(=O)c2ccc(Br)cc2)o1
  4.5	2.9	2.5	-0.2	-7.5	0.8	-2.5	-2.0	2.0
32. Cc1cc(NC(=O)CSc2nnc(-c3cccnc3)n2N)no1
  -2.6	6.2	1.3	0.2	0.8	-2.0	-8.3	-22.6	0.1
33. NC(=O)NC(=O)COC(=O)c1cccc(S(=O)(=O)N2CCCCCC2)c1
  -2.5	-22.7	10.5	0.5	-13.3	4.2	1.4	-19.0	-0.9
34. O=C(c1cccnc1)N1CCN(Cc2cccc(F)c2)CC1
  -2.4	-5.7	7.7	0.1	-4.7	1.0	-6.9	-5.2	-0.2
35. O=[N+]([O-])c1ccccc1-c1cc(-c2cc(Cl)ccc2O)n[nH]1
  4.3	36.6	0.3	4.3	28.4	24.2	-8.4	6.0	5.8
36. Cc1cccnc1C(NC(=O)C1CCN(Cc2ccc(Cl)cc2)CC1)c1ccccc1 (configuration not stated)
  -7.8	8.0	-16.6	·	·	-0.4	·	5.5	·
37. CCC(C(=O)NCCCN(CC)Cc1ccccc1)n1nc(C)c2sc3ccccc3c2c1=O (configuration not stated)
  -6.0	-17.9	2.8	-1.1	-34.9	-2.1	-5.0	-18.2	0.1
38. COc1ccc(OC)c(S(=O)(=O)N2CCC(C(=O)N3CCOCC3)CC2)c1
  -6.4	-0.6	2.2	0.3	-13.4	3.7	-10.5	5.0	0.8
39. CN(Cc1ccccc1)C(=O)COC(=O)Cc1ccc(Cl)cc1
  -3.2	-4.8	0.5	-0.8	-12.1	-0.6	-3.5	-5.3	0.7
40. Cc1ccc2cc(C#N)c(SCC(=O)N3CCCc4ccccc43)nc2c1
  -9.3	-7.1	7.8	-0.6	-17.6	0.6	-0.3	-6.1	0.3
41. O=C(CN1C(=O)C2CCCCC2C1=O)Nc1nc2ccc(F)cc2s1 (configuration not stated)
  0.1	7.3	8.4	7.9	-4.8	9.8	-3.5	-17.7	6.4
42. Cc1ccnc(NS(=O)(=O)c2ccc(NC(=O)C(C)(C)C)cc2)n1
  -3.0	-6.5	7.8	0.7	0.4	1.5	-3.2	-6.7	0.0
43. Cc1ccc(SCC(=O)NCC2CCCO2)cc1 (configuration not stated)
  -3.1	8.4	2.1	-0.9	-6.5	1.0	-15.4	6.3	-0.2
44. O=[N+]([O-])c1ccc(Cl)c(S(=O)(=O)n2ccnc2)c1
  -0.7	-7.8	13.1	0.2	0.3	3.8	-15.1	-15.2	0.1
45. O=C(c1cn(-c2ccccc2)nc1-c1ccccc1)N1CCN(c2ccccn2)CC1
  -3.6	17.7	4.3	-1.4	-10.3	6.8	1.0	-2.5	-1.6
46. CCN(CC(=O)Nc1cc(Cl)ccc1C)C(=O)Cc1sc(C)nc1-c1ccc(F)cc1
  -6.8	-53.0	-0.2	-2.6	-9.4	-0.9	-3.8	4.7	-0.9
47. COCCN(CCOC)S(=O)(=O)c1ccc(C(=O)Nc2ccncc2)cc1
  -5.3	-5.3	7.8	·	·	5.1	·	-8.0	·
48. CCCCn1c(CCNC(=O)c2ccco2)nc2ccccc21
  -2.4	-5.9	2.8	-0.7	-6.3	2.6	-4.7	-4.0	0.8
49. CCCc1nc(NCc2ccccc2)c(C#N)c2c1CCCC2
  -7.4	4.7	-0.8	0.1	-2.3	-2.1	-8.6	-2.8	0.5
50. CCOC(=O)C(/C(N)=N/C(=O)Nc1ccccc1)=C(\C)O
  4.7	-3.7	18.3	-1.8	-13.2	6.5	-2.6	-32.9	-0.6
51. COc1ccc(NC(=O)Cn2nnc(C(=O)NCc3cccs3)c2N)cc1OC
  1.5	-7.7	8.8	-0.1	-4.2	4.9	-1.6	-8.8	-0.4
52. Cc1nn(Cc2ccccc2Cl)c(C)c1NC(=O)c1nc2ncccn2n1
  -2.0	-3.3	2.3	-0.1	-4.9	3.1	-6.6	-4.6	-0.7
53. O=c1c2ccccc2oc2nc3n(c(=O)c12)CCCS3
  -8.5	14.6	0.5	-0.3	1.6	0.9	-9.5	1.0	-0.5
54. O=C(CN1CCN(c2ccc(O)cc2)CC1)Nc1cc([N+](=O)[O-])ccc1Cl
  -10.4	9.8	3.6	-0.7	-7.1	6.5	-6.1	-8.3	1.0
55. COc1ccccc1NC(=O)C1=C(C)NC(=O)NC1c1ccco1 (configuration not stated)
  -2.8	-17.5	14.1	0.6	-13.5	-0.1	1.4	-17.7	-0.9
56. COc1ccccc1CNC(=O)N1CCN(S(=O)(=O)c2ccccc2)CC1
  -4.5	0.1	-3.9	1.2	1.2	3.9	-0.9	6.5	0.7
57. COc1ccc(C(=O)N/N=C/c2cc3ccccc3[nH]c2=O)cc1
  1.9	24.3	-0.7	-0.4	0.1	4.4	-5.7	0.9	-0.4

# Compound activity (PubChem BioAssay)
